G6PDH CS: inhibits Leuconostoc G6PDH, flagging false hits in G6PDH-based assays | Purified L. mesenteroides G6PDH, diaphorase/resazurin coupled fluorescence, 45 min | inhibition, % at 5 µM | actives 0.12% (n = 200,000) | AID 1020; in the data active = inhibition above about 50%
Diaphorase act: diaphorase activation or chemical reduction counter-screen. Diaphorase/resazurin coupled assay, resorufin fluorescence, 16 min; hits give high values; 1 = vehicle wells, 0 = NADH-free wells. activation factor at 20 µM. actives 0.005% (n = 190,000). AID 1229;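 active = diaphorase activity raised at least twofold by the compound at 20 µM; inactive = activation factor below 2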
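Material: purified diaphorase enzyme from Clostridium kluyveri; Also added: 0.114 mM NADH and 0.1 mM resazurin, final amounts; Doses: single compound dose of 20 µM, 1% DMSO final; Times: 16 min enzyme reaction, ambient temperature; Detection: resorufin fluorescence, excitation 544 nm, emission 590 nm; Measure: increased resorufin signal from activators or reducing compounds.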
STAT3 inh: inhibitors of IL-6 induced STAT3 signaling. U3A cells, IL-6 STAT3-luciferase reporter, luminescence; host cell line lacks STAT1. AID 862. actives 0.89% (n = 190,000). inhibition, % at 5.5 µM;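 active = inhibition above the mean inhibition across all screened compounds plus 3 SD, cut at about 44% in these data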;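 also: 0% = DMSO only wells and 100% = 100 µM nifuroxazide control wells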
APP 5UTR inh: APP translation inhibition; inhibition, % at 2 µM; AID 1285; actives 0.82% (n = 190,000); SH-SY5Y APP 5'UTR-luciferase reporter, luminescence;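 active = inhibition above a set limit, derived from the sample mean plus 3 SD, cut at about 45% in these data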; also: values of inactives mirror those of a sister screen read the other way
STAT3 activator: activators of IL-6 induced STAT3 signaling | AID 871 | U3A cells, IL-6 STAT3-luciferase reporter, luminescence; 100% = signal with IL-6 EC80 alone | activation (% of control), % at 5.6 µM | actives 0.91% (n = 190,000);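 active = activation above the screen-wide mean of compound activation plus 3 SD, cut at about 130% in these data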;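 also: 0% = background luminescence of wells with medium and substrate only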
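Test system: human U3A cells carrying STAT3-luciferase construct; control set: IL-6-only wells as 100% reference; timing: compound pre-incubation 1 h before IL-6, then 6 h stimulation at 37 °C; also added: IL-6 stimulus at 33 ng/mL final; evaluation: % activation versus median of IL-6-stimulated wells; detection: reporter luminescence signal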
STAT1 blocker: STAT1 signaling inhibition. NIH 3T3 STAT1-luciferase reporter, IFN-gamma, luminescence. inhibition, % at 5.5 µM. actives 0.35% (n = 200,000). AID 920;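 active = inhibition above a set limit, the mean inhibition across all tested compounds plus 3 SD, cut at about 34% in these data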;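 also: 0% = IFN-gamma with DMSO and 100% = IFN-gamma with 300 µM nifuroxazide; values of inactives mirror those of a sister screen read the other way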
STAT1 act: activators of IFN-gamma induced STAT1 signaling | NIH 3T3 STAT1-luciferase reporter, luminescence; 100% = IFN-gamma alone, no compound | activation (% of control), % at 5.5 µM | actives 2.6% (n = 200,000);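 active = activation above the screen-wide mean activation plus 3 SD, cut at about 130% in these data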;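 also: raw ratio to IFN-gamma control signal so 100% means no change and 0% no light; values of inactives mirror those of a sister screen read the other way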
Diaphorase inh: inhibits diaphorase or chemically oxidizes, flagging diaphorase assay artifacts. diaphorase resazurin-to-resorufin fluorescence, NADH, 16 min; bacterial (C. kluyveri) enzyme, not human. inhibition, % at 20 µM. actives 0.69% (n = 190,000). AID 1217;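 active = primary screen inhibition at 20 µM above a set limit, cut at about 50% in these data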;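 also: plate controls were DMSO with full reaction for no effect and wells lacking NADH for full effect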
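material = Clostridium kluyveri diaphorase enzyme | amount = 0.14 U/mL diaphorase, enzyme working solution | schedule = incubation 16 min, room temperature | detection = fluorescence of resorufin formed from resazurin, Ex 544/Em 590 nm | benchmarks = positive control minus NADH, DMSO neutral control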
Hsp70 act: transcriptional activators of Hsp70; HeLa Hsp70 promoter luciferase reporter, luminescence; scaled: vehicle 0, proteasome-inhibitor control 100%; activation, % at 10 µM; actives 0.04% (n = 200,000); AID 1203;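 active = activation above the mean across all tested compounds plus 3 SD, cutoff set per campaign, cut at about 5.5% in these data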;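 also: 100% = MG132 at 30 µM as the positive control and 0% = DMSO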
TLR4 MyD88 comp: inhibitors of human TLR4-MyD88 binding; O00206+Q99836; HeLa CL3-4 TLR4/MyD88 BLA complementation, FRET ratio; inhibition, % at 8.4 µM; actives 0.18% (n = 200,000); AID 861; in the data active = inhibition above about 25%;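 also: 0% = vehicle and 100% = reference inhibitor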
Target sequence (O00206 whole entry, looked up): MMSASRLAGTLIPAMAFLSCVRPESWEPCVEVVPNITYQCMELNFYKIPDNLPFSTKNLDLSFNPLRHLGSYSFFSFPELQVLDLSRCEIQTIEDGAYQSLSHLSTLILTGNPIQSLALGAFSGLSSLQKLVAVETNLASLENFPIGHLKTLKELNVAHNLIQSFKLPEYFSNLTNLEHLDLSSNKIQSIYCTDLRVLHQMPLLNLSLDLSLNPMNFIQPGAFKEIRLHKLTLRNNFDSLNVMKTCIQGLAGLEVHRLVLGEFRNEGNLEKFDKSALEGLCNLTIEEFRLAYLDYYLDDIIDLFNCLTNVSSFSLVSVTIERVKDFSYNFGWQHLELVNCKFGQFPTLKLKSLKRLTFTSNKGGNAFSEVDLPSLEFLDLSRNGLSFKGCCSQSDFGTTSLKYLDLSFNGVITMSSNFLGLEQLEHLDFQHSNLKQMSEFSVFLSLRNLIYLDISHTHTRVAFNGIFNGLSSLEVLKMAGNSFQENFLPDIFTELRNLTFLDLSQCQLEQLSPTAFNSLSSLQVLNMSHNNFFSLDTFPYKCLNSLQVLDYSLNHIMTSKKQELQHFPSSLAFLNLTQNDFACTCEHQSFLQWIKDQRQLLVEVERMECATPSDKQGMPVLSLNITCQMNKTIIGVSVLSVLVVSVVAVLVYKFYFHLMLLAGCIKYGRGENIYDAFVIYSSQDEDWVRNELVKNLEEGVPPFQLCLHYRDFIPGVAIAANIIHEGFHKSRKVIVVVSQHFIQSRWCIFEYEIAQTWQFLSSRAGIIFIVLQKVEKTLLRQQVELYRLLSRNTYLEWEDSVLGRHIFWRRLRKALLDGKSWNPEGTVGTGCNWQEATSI
Target sequence (Q99836 whole entry, looked up): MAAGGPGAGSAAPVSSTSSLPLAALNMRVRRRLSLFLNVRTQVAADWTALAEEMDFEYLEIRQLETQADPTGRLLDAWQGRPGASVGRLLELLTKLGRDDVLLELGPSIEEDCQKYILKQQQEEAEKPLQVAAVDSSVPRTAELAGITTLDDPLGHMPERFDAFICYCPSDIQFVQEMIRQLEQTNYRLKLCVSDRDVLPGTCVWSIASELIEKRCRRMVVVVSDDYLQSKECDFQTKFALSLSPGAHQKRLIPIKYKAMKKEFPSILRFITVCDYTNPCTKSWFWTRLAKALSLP
* hit, by the source's call; . = not tested or not shown. The order is random; 6.1% or so of the library scored in one or more.

Each structure is followed by: G6PDH CS	Diaphorase act	STAT3 inh	APP 5UTR inh	STAT3 activator	STAT1 blocker	STAT1 act	Diaphorase inh	Hsp70 act	TLR4 MyD88 comp
[1] O=C(Cc1cccs1)N1CCN(c2cccc(Cl)c2)CC1
    13	0.8	-19	-43	117	9	90	17	-0.1	5
[2] c1ccc(CC2CCN(c3ncnc4sccc34)CC2)cc1
    4	1	83*	-25	32	26	75	1	-0.3	-15
[3] Cc1nnc(N/N=C/c2c(Cl)cccc2Cl)n1N
    13	0.9	17	4	87	-8	106	7	-0.2	-3
[4] CSc1nc2ccc(NC(=O)c3ccc(=O)n(C)n3)cc2s1
    0	1.1	6	-32	98	-32	127	-15	0.1	11
[5] Cc1ccc2c(CSc3nnc(N)s3)cc(=O)oc2c1
    3	0.9	6	-9	100	-1	101	8	-0.4	15
[6] Cc1ccc(NC(=O)CSc2nc(N)c3cc4c(nc3n2)CCCC4)cc1
    1	0.9	-9	-26	113	2	98	9	0.0	-8
[7] COC(=O)C1=C(N)Oc2cc(C)[nH]c(=O)c2C1c1ccncc1 (configuration not stated)
    -2	0.8	4	0	97	5	100	17	-0.3	-11
[8] O=C(Cn1ncc(N2CCOCC2)c(Br)c1=O)c1ccc(Cl)cc1
    12	1.2	9	-26	94	-17	114	-18	-0.1	8
[9] CCOc1ccc(C(=O)Nc2c(C(N)=O)oc3ccccc23)cc1
    7	1	-1	8	104	-3	103	1	0.1	4
[10] COc1ccc(-c2cc(C(=O)NCC3CCCO3)c3cc(C)ccc3n2)cc1 (configuration not stated)
    1	1	7	-12	103	-39	133*	1	0.0	0
[11] c1ccc(CSc2n[nH]c(-c3ccco3)n2)cc1
    2	0.9	9	-18	92	-6	106	10	-0.3	2
[12] Cc1cccc(N2C(=O)C3C4CC(C(Br)C4Br)C3C2=O)n1 (configuration not stated)
    10	0.9	-1	-10	108	3	97	6	-0.2	-5
[13] Cc1ccc(C(=O)N2CCN(S(=O)(=O)c3ccccc3)CC2)cc1
    4	0.9	4	-9	102	4	94	11	-0.2	5
[14] CCOC(=O)c1cc2c(ccn2C)n1CC(=O)N1CCC(C)CC1
    10	1	16	-14	90	8	93	3	0.8	-12
[15] O=S(=O)(NCc1ccc(Cl)cc1)c1ccc(Cl)nc1
    6	1	19	-14	91	6	89	3	-0.2	-4
[16] CCOc1cc(C(=O)NC(C)Cc2cccs2)cc(OCC)c1OCC (configuration not stated)
    2	1	-2	-25	108	-10	108	3	0.4	10
[17] CC(=O)N1CCc2ccccc2C1CC(=O)O (configuration not stated)
    0	0.9	6	12	103	5	95	11	0.4	-7
[18] O=c1c2ccccc2nc(-c2ccco2)n1/N=C/c1ccccc1O
    7	0.8	22	-2	84	-1	103	20	0.0	-4
[19] CCCN(CCC)S(=O)(=O)c1ccc(NS(C)(=O)=O)cc1
    -14	0.9	4	7	99	1	99	12	0.1	3
[20] Cc1onc(-c2ccccc2Cl)c1C(=O)N1CCN(c2ccccc2)CC1
    -12	0.9	5	-5	98	9	92	7	-0.2	-8
[21] CCCCNC(=S)N(C)N=C1CCC(c2ccccc2)CC1 (configuration not stated)
    6	0.6	19	-1	87	-1	100	42	-0.3	-3
[22] CCOC(=O)N1CCC(NC(=O)CCc2c(C)nc3ncnn3c2C)CC1
    1	0.9	3	15	100	14	87	6	-0.1	-10
[23] O=C(NCCN1CCN(Cc2ccccc2)CC1)C1CC(=O)N(C2CCCC2)C1 (configuration not stated)
    12	0.9	0	10	103	8	93	13	-0.6	-20
[24] Cc1cccn2c(NC(=O)c3cccs3)c(-c3ccccc3)nc12
    -12	0.9	-2	17	105	0	100	13	-0.2	1
[25] NS(=O)(=O)c1ccc(NC(=O)c2ccc(S(=O)(=O)N3CCc4ccccc43)cc2)cc1
    -4	0.8	11	5	97	-4	104	21	-0.1	-3
[26] CCOC(=O)N1CCN(C(=O)CSCC(=O)Nc2nc(-c3cccs3)cs2)CC1
    1	0.9	8	-5	97	5	96	6	-0.1	12
[27] COc1cccc(C2C(C#N)=C(N)N(c3ncn[nH]3)C3=C2C(=O)CCC3)c1 (configuration not stated)
    1	1.1	11	10	94	7	94	-6	-0.1	0
[28] COC(=O)c1sc2ncn(CC(=O)NCCc3ccc(OC)c(OC)c3)c(=O)c2c1C
    9	0.9	1	-6	100	-9	107	7	0.3	7
[29] O=C(Cn1cc(C(=O)C2CCCCC2)c2ccccc21)NCC1CCCO1 (configuration not stated)
    2	1.1	-12	-17	109	3	97	-5	0.3	2
[30] Cc1nc2cc(-c3sccc3-n3cccc3)nn2c(C)c1C
    10	0.8	4	-5	98	-2	102	19	-0.1	-5

2 entries picked at random from the list so far:
Each structure is followed by: G6PDH CS	Diaphorase act	STAT3 inh	APP 5UTR inh	STAT3 activator	STAT1 blocker	STAT1 act	Diaphorase inh	Hsp70 act	TLR4 MyD88 comp
[3] Cc1nnc(N/N=C/c2c(Cl)cccc2Cl)n1N
    13	0.9	17	4	87	-8	106	7	-0.2	-3
[14] CCOC(=O)c1cc2c(ccn2C)n1CC(=O)N1CCC(C)CC1
    10	1	16	-14	90	8	93	3	0.8	-12

More entries
Each structure is followed by: G6PDH CS	Diaphorase act	STAT3 inh	APP 5UTR inh	STAT3 activator	STAT1 blocker	STAT1 act	Diaphorase inh	Hsp70 act	TLR4 MyD88 comp
[31] O=C1C2=C(SCCS2)C(=O)N1CCCO
    7	1.1	10	6	99	-2	101	-5	-0.1	-7
[32] Cn1c2ccccc2c2cc(C(=O)NNS(=O)(=O)c3ccc(F)cc3)sc21
    -30	0.6	-42	9	136*	1	99	36	-0.4	9
[33] Cc1ccc(OCC(=O)NCc2cccs2)cc1
    -8	0.9	8	7	93	1	99	11	0.5	-9
[34] O=C1Nc2ccccc2C1(O)C/C(=N/O)c1ccccc1 (configuration not stated)
    5	1	1	-24	100	0	99	-2	-0.5	1
[35] CCOC(=O)C1=C(N)N2C(=O)CSC2=C(C(=O)OC)C1
    8	0.8	0	12	102	1	99	16	-0.3	-11
[36] COc1ccc(Cl)cc1N(CC(=O)N/N=C/c1ccc(OC(C)C)cc1)S(=O)(=O)c1ccc(C)c([N+](=O)[O-])c1
    -10	0.9	-10	10	106	-5	104	5	-0.1	-3
[37] Cc1cccc(-n2c(=O)c3c(n4cnnc24)-c2ccccc2CC32CCCCC2)c1
    5	0.9	4	2	101	-3	102	10	-0.3	-9
[38] COc1cccc(NC(=S)NC2CC(C)(C)NC(C)(C)C2)c1
    10	0.8	16	-8	89	2	99	16	-0.1	5
[39] COc1ccccc1N1CCN(CC(=O)c2c(N)n(C)c(=O)n(C)c2=O)CC1
    3	1	6	2	102	-6	104	-1	-0.1	-3
[40] COc1ccc([C@@H]2[C@H]3CN(C(C)=O)CC=C3C(C#N)=C(N)C2(C#N)C#N)c2ccccc12
    11	0.8	-10	14	112	5	97	24	-0.2	-9
[41] COc1ccccc1C1N(c2ccc(Cl)cc2)C(=O)C2CCCN21 (configuration not stated)
    10	0.8	-39	0	134*	5	95	19	-0.1	-4
[42] Cc1nc(-c2cccc(S(=O)(=O)N3CCCCCC3)c2)cs1
    0	0.8	15	-5	92	1	99	21	-0.1	12
[43] CN(C)S(=O)(=O)CC12CCC(CC1=O)C2(C)C (configuration not stated)
    -5	0.9	3	-8	99	2	99	5	0.9	-9
[44] COc1ccc(Nc2nnc(-c3ccc(O)cc3)c3ccccc23)cc1
    10	0.9	6	16	97	-15	112	12	-0.2	3
[45] Fc1ccccc1CNCCC(Cc1ccccc1)c1ccc2c(c1)OCO2 (configuration not stated)
    7	0.9	10	1	94	7	93	12	-0.1	-12
[46] CC(CC(=O)Nc1ccc(C(N)=O)cc1)c1ccccc1 (configuration not stated)
    -2	0.9	-3	-2	104	-3	102	12	-0.4	6
[47] COC(=O)c1cc(CNC(=O)c2ccccc2Cl)ccc1OC
    15	1	4	-10	97	-2	102	2	-0.6	6
[48] COc1ccc(NC(=O)C(NC(C)=O)C(=O)NCc2ccccc2Cl)cc1 (configuration not stated)
    -9	0.9	6	-4	103	-3	108	5	-0.1	5
[49] O=C1CCCC2=C1C(c1ccccc1)NC(=S)N2 (configuration not stated)
    5	1.1	9	6	99	-12	110	-5	0.1	-1
[50] CC(=O)C(Sc1nc(N2CCOCC2)nc(N2CCOCC2)n1)C(=O)Nc1ccccc1 (configuration not stated)
    -3	0.9	1	-8	100	6	95	5	-0.1	-8
[51] CCOc1ccc(C2CC(c3cccc(OC)c3)n3nc(N)nc3N2)cc1 (configuration not stated)
    -8	0.9	1	16	99	2	99	12	0.0	0
[52] O=C(CN1CCN(c2ncccn2)CC1)N1CCCc2c1c(=O)oc1ccc(O)cc21
    5	1.1	-3	72*	106	-5	103	-6	-0.1	18
[53] S=C(Nc1ccc(Br)cc1)N1CCCC1
    -5	0.9	1	.	100	-6	106	9	-0.1	8

Entries shown so far that have fluorine:
Each structure is followed by: G6PDH CS	Diaphorase act	STAT3 inh	APP 5UTR inh	STAT3 activator	STAT1 blocker	STAT1 act	Diaphorase inh	Hsp70 act	TLR4 MyD88 comp
[32] Cn1c2ccccc2c2cc(C(=O)NNS(=O)(=O)c3ccc(F)cc3)sc21
    -30	0.6	-42	9	136*	1	99	36	-0.4	9
[45] Fc1ccccc1CNCCC(Cc1ccccc1)c1ccc2c(c1)OCO2 (configuration not stated)
    7	0.9	10	1	94	7	93	12	-0.1	-12
